Screening data as filed in PubChem BioAssay.
Pf Dd2 growth: qHTS Primary assay for Inhibitors of Plasmodium falciparum Dd2 growth in vitro. P. falciparum Dd2 growth, SYBR Green, 72 h. Potency, µM (top dose mostly 28.9 µM), without a hit: top-dose activity, negative = inhibition, usual class: inhibitors. hit rate 4.3% among 120,000. AID 1347417, 2020; active means well fitted inhibition curve with a large enough effect; inconclusive means small, poorly fitted or top-dose-only effect; inactive means no such curve, though single readings can be large or run the other way;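 further: plate controls were DMSO vehicle for no effect and reference drug for full effect; nearly all actives have a fitted effect of over 65% in size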
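Readout: SYBR Green fluorescence, 485 nm excitation, 535 nm emission, after ~16 h lysis at 37C. Before that, Dd2-infected red cells (2.5% hematocrit) grew 72 h with compound, 29 uM top final concentration.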
Active calls of the source: *; i = inactive; ? = inconclusive; & = joins results of further samples; [ ] = another dose, or the depositor's remark. Potency means the concentration at half of the fitted maximal effect.

| compound | Pf Dd2 growth |
| --- | --- |
| CCC(C)C(=O)NC1CCN(c2cnn(Cc3ccccc3)c(=O)c2)CC1 (configuration not stated) | -18.9% |
| O=C1CCC2(C(=O)NCCN3CCCCC3)CCCC=C2N1C1CCCC1 (configuration not stated) | ? |
| COc1ccccc1-c1csc(CN2CC(C)(NC(=O)C3CC3)C2)n1 | -4.5%[44.1 µM] |
| Cc1ccc(Cl)cc1N1CCN(C(=O)Cc2c(C(=O)O)c(C)cn2C)CC1 | 7.7% |
| COc1cccc(N2C(=O)NC(=NC3CCCCC3)C23CCN(C(=O)c2ccc(C)cc2)C3)c1 (configuration not stated) | -4.8% |
| Cc1ccc(-c2nc3cccc(C)n3c2Nc2ccc3c(c2)OCO3)o1 | -17.3% |
| COc1ccc(CNC(=O)c2ccc3c(c2)NC(=O)C(CS(=O)(=O)Cc2ccccc2Cl)N3)cc1 (configuration not stated) | -19.9% |
| Cc1cccc2sc(N(Cc3cccnc3)C(=O)c3cccs3)nc12 | ? |
| COc1ccc(Nc2cc(C)c3cc(NC(=O)COc4cccc(C)c4)ccc3n2)cc1 | 3.98µM* |
| O=C(NC[C@H]1O[C@@H](CO)[C@@H](O)[C@H]1N1CCOCC1)c1cccs1 | -2.9%[44.1 µM] |
| CN1CCN(C(=O)Cc2c[nH]c3ncc(-c4ccc([S+](C)(=O)[O-])cc4)cc23)CC1 | -2.3%[44.1 µM] |
| CCc1nn2c(=O)cc(COC(=O)c3ccco3)nc2s1 | 37.8%[activator] |
| Cc1ccc(NC(=O)Cn2cc(C(=O)C3CCCCC3)c3ccccc32)c(C)c1 | -12.5% |
| O=C(Cn1cc(C(=O)c2ccco2)c2ccccc21)Nc1ccccc1Cl | -27.5% |
| CC(C)C(=O)N1CCN(c2nc3c(s2)CC(C(=O)NC2CCN(C)CC2)CC3)CC1 (configuration not stated) | 3.2% |
| CCCCNC(=O)N1CCC2(CC1)C(=O)N(CC(=O)NCC1CCCO1)CN2c1ccccc1 (configuration not stated) | i |
| CCOC(=O)C1CCN(c2c(C(=O)c3ccc(OC)cc3)cnc3ccccc23)CC1 | 8.91µM* |
| Cc1nn(C(=O)CCCC(=O)N2CCC(CCOc3ccc(F)cc3)C2)c2ccccc12 (configuration not stated) | -0.2% |
| Clc1ccc(C2Cn3nnc(-c4noc(C5(c6ccccc6)CC5)n4)c3CO2)cc1 (configuration not stated) | ? |
| CCc1ccc(CNC(=O)c2cc3cn(C4CCCC4)cc3s2)cc1 | i |
| O=C(C1CC1)N1CCN(C2CCN(Cc3ccccn3)C2=O)CC1 (configuration not stated) | 4.9% |
| CCOc1ccc(-c2cc(C(=O)NCCc3ccccc3)c3c(-c4ccc(C)cc4)[nH]nc3n2)cc1 | 2.4% |
| O=C(Cc1cccc(F)c1)N1CCC2(CC1)N=C(c1ccc(Cl)cc1)NO2 | i |
| CS(=O)(=O)NC[C@H]1O[C@@H](CO)[C@@H](O)[C@H]1N1CCc2ccccc2C1 | -7.9%[44.1 µM] |
| Cc1c(C(=O)Nc2cccc(Cl)c2)oc2ccc(S(=O)(=O)N3CCOCC3)cc12 | ? |
| CC1=C[C@@H](CNC(=O)NC2CCCCC2)[C@H](C(C)C)C[C@H]1CC(=O)O | ? |
| CN1Cc2ccc(NCc3ccccc3)nc2C(C)(C(=O)NCCCn2ccnc2)C1 (configuration not stated) | ? |
| CCc1cccc(NC(=O)N2CC(c3nnc(-c4ccncc4)o3)C3(CCOCC3)C2)c1 (configuration not stated) | -7.2% |
| CC(=O)Nc1ccc(C(=O)N2C3CCC2CN(Cc2cccnc2)C3)cc1 | -1.0% |
| c1ccc(CCCc2noc(-c3ccc(N4CCCNCC4)nc3)n2)cc1 | -14.3% |
| COCc1cc(C)n(CC(=O)Nc2ccc(NC(C)=O)cc2)c(=O)c1C#N | -4.3% |
| Cn1ccc(NCc2nc3c(n2Cc2ccccc2)C(=O)N(Cc2cccc(Cl)c2)CCN3)n1 | ? |
| COc1cc(C(=O)N2CCN(CCc3ccccn3)CC2)cc(OC)c1OC | 2.82µM* |
| CCS(=O)(=O)N1CCC(c2ncc(C)n2C(C)C)C1 (configuration not stated) | ? |
| O=C(Cn1c2c(c(=O)n1Cc1ccccc1)CCN(Cc1ccccc1)C2)NCc1ccc2c(c1)OCO2 | -6.4% |
| CC(=O)Nc1ccc(CN2CCC(N3CCNC3=O)CC2)cc1 | 5.9% |
| CCOC(=O)c1ccccc1NC(=O)N1CCN(Cc2cc(=O)n3nc(-c4ccccc4)sc3n2)CC1 | -9.8% |
| CCOc1ccccc1NC(=O)CCc1c(C)nn(-c2ccc(N3CCOCC3)nn2)c1C | 22.6% |
| NC(=O)[C@H](Cc1ccccc1)N1CC[C@H]2CN(C(=O)c3ccccc3)CC[C@H]2CC1=O | -7.3%[44.1 µM] |
| CC(C)(C)c1nc(C(=O)N2CCN(c3ncccn3)CC2)n2ccccc12 | -25.4% |
| CCn1c(=O)n(-c2cccc(Cl)c2)c(=O)c2sc3ccccc3c21 | 38.3%[activator] |
| COc1ccc(C2(CNC(=O)C(=O)Nc3ccccc3C)CCCC2)cc1OC | -6.6% |
| CC(=O)Nc1ccc(NC(=O)c2nc(S(=O)(=O)Cc3ccc(F)cc3)ncc2Cl)cc1 | 0.0% |
| COc1ncccc1-c1cnc2[nH]cc(CC(=O)Nc3cccc(Cl)c3)c2c1 | i |
| CNC(=O)C1CCC(Cn2c(=O)c3sccc3n(CC(=O)N3CCCC(C)C3)c2=O)CC1 (configuration not stated) | i[5.79 µM] |
| COc1ccc2oc(=O)c(C(=O)Nc3cccc(C(=O)O)c3)cc2c1 | 125.3%[activator] |
| Cc1noc2c(-c3cccc(O)c3)cc(-c3ccccc3)nc12 | -28.0%[44.1 µM] |
| CC(C)c1ccc(S(=O)(=O)NCc2ccc3c(c2)CCN3C(=O)c2ccccc2)cc1 | -11.7% |
| Cc1ccc(OCC(=O)c2ccc3c(c2)N(C(C)C(=O)NCC2CCCO2)C(=O)CO3)cc1C (configuration not stated) | i |
| CCOC(=O)c1cc2c(=O)n3ccccc3nc2n(Cc2ccco2)c1=NC(=O)c1ccccc1Br | 16.5% |
| COc1cccc([C@@H]2CCN(Cc3[nH]c4ccccc4c3C)C[C@H]2O)c1 | 0.891µM* |
| O=C(CCCc1ccccc1)NC1CC(=O)N(c2cccc(F)c2)C1 (configuration not stated) | -4.3% |
| O=C(NC1CCCCC1)C1CN(C(=O)c2ccc(F)c(F)c2)CC12CCOCC2 (configuration not stated) | -8.6% |
| COc1ccc(-c2cc(N3CCCC(NC(=O)c4c[nH]c5ccccc45)C3)n[nH]2)cc1 (configuration not stated) | ? |
| CCN1C(=O)C2CC3(CCN(C(=O)c4ccc(OC)cc4)CC3)CN2C1=O (configuration not stated) | -25.7% |
| Cn1c(=O)oc2cc(S(=O)(=O)N3CCCC(C(=O)NCCc4ccccc4)C3)ccc21 (configuration not stated) | -4.5% |
| CCC(=O)N1CCc2cc(S(=O)(=O)NCCC(=O)Nc3ccc(C)cc3C)ccc21 | 1.7% |
| COc1cccc(-c2cn3c(n2)N(C(=O)C2CCC2)CCC3)c1 | -59.1% |
| Cc1c(C(=O)OCC2CCCCC2)[nH]c2c1C(=O)CC(c1ccccc1Cl)C2 (configuration not stated) | -5.5% |
| COc1ccc(CNC(=O)Nc2cn(CC(C)C)c(=O)c3ccccc23)cc1 | -11.6% |

3 of these compounds, set out differently:
> CCN1C(=O)C2CC3(CCN(C(=O)c4ccc(OC)cc4)CC3)CN2C1=O (configuration not stated)
  Pf Dd2 growth: -25.7%
> Cn1c(=O)oc2cc(S(=O)(=O)N3CCCC(C(=O)NCCc4ccccc4)C3)ccc21 (configuration not stated)
  Pf Dd2 growth: -4.5%
> CCC(=O)N1CCc2cc(S(=O)(=O)NCCC(=O)Nc3ccc(C)cc3C)ccc21
  Pf Dd2 growth: 1.7%

Next section
| compound | Pf Dd2 growth |
| --- | --- |
| Cc1ccsc1C(=O)N1CCc2onc(-c3ccc(F)c(F)c3)c2C1 | -15.0% |
| Cc1nnn2c(C(=O)Nc3ccc(Cl)nc3)cccc12 | -24.0%[44.1 µM] |
| COc1cc(=O)n2c(c1C(=O)Nc1cccc(F)c1)CCCC2 | 9.3% |
| CNC(=O)c1noc([C@@H]2CC(F)(F)CN2C(=O)c2cccn2C)n1 | 27.0% |
| COc1cccc(Nc2sc(C(=O)c3ccc(Cl)cc3)c(N)c2C(=O)NCCc2ccc(OC)c(OC)c2)c1 | -20.2% |
| CCCCNc1nc(Oc2ccc(=O)n(-c3ccccc3)n2)nc(N(CC)CC)n1 | i |
| Cc1cc(CN2CCC3(C2)C(=O)N(Cc2ccccc2)c2ccccc23)no1 (configuration not stated) | -23.1% |
| COCCSc1nc2c([nH]c3ccccc32)c(=O)n1-c1ccc(OC)c(OC)c1 | -2.7% |
| Cc1ccc(NC(=O)C2CCCN(S(=O)(=O)c3c(C)n[nH]c3C)C2)c(C)c1 (configuration not stated) | ? |
| CCCCCOc1ccc(/C=C/C(=O)Nc2sc(C)c(C)c2C(=O)OCC)cc1OC | ? |
| COc1ccc(-n2nc(C(=O)N(C)c3cccc(C(F)(F)F)c3)c3c4ccccc4n(C)c3c2=O)cc1 | 8.4% |
| Cc1ccc(OCC(=O)c2ccc3c(c2)N(CCCC(=O)NC2CCCCC2)C(=O)CO3)cc1C | -14.3% |
| O=C(NCc1ccccc1)C1CCC(=O)N1C1CCN(C(=O)c2ccc3c(c2)OCO3)CC1 (configuration not stated) | 10.3% |
| Cc1nn(C)c(C)c1C(=O)N1CCCC(c2ccc(C(=O)O)cc2)C1 (configuration not stated) | 2.5% |
| Cc1cc(CNC(=O)[C@@H]2CCC[C@@H](NCc3nccs3)CN(C)C(=O)C2)no1 | 25.1%[44.1 µM] |
| Cc1noc(C)c1CNCC1(CO)C[C@@H](O)[C@@H](O)C1 (some centres not stated) | -9.9%&-3.4%[44.1 µM] |
| CCCOc1nccnc1NC1CCN(C(=O)NCC)CC1 | 43.1%[activator][5.79 µM] |
| CCOc1cc(=O)n2c(c1C(=O)NC1CCCCCC1)CCCC2 | 51.4%[activator] |
| COc1cc2c(cc1OCC1CC1)NC(=O)C21CCN(c2nccc(C(F)(F)F)n2)CC1 | -6.3% |
| CN1C(=O)Cc2cc(S(=O)(=O)N3CCN(c4cccc(C(F)(F)F)c4)CC3)ccc21 | ? |
| Cc1nc(C)c(C(=O)N2CCC3(CC2)CC(N(C(=O)NC(C)C)C2CC2)CCO3)s1 (configuration not stated) | 30.9% |
| COc1ccc(OCC(=O)Nc2cc(-c3ccccc3F)nn2-c2ccccc2)cc1 | 68.8%[activator] |
| COc1cc(CN2CCC3(Cc4ccccc4CNC3=O)C2)cc(OC)c1 (configuration not stated) | -12.9% |
| O=C(N[C@H]1CCOC[C@H]1C1CCOCC1)c1scc2c1OCCO2 | 3.5% |
| CCCCOc1ccc(-c2nn(-c3ccccc3)cc2C2NC(=O)NC(C)=C2C(=O)OC)cc1 (configuration not stated) | i |
| CC(C)(C)C(=O)Nc1ccccc1C(=O)OCc1cc(=O)n2ccsc2n1 | 35.2%[activator] |
| O=C1CCN(C(=O)CCc2ccccc2)CCCC(c2nc(-c3ccccc3)no2)CCN1 (configuration not stated) | i |
| COc1ccc(CN2C(=O)CO[C@H](c3ccc(NC(=O)NC(C)(C)C)cc3)[C@H]2CO)cc1 | i |
| COc1ccc(CNc2ncnc3c2CN(c2ccc(Cl)cc2)C(=O)N(C)C3)cc1 | -16.6% |
| O=C(NCCn1cc(C2CCCNC2)nn1)c1ccc(F)cc1 (configuration not stated) | -14.6% |
| COc1ccccc1NC(=O)c1c(NC(=O)c2ccccc2Cl)sc2c1CCC2 | -14.4% |
| COc1ccccc1C(=O)N1CC2(C1)NC(=O)c1ccccc1O2 | i |
| Cn1c(C(=O)NCCc2cnc[nH]2)nc2nc(-c3ccccc3)c(Cl)cc21 | -10.6%[44.1 µM] |
| O=C1[C@@H]2C[C@@H](CN2C(=O)C2CCOCC2)Oc2ccccc2N1Cc1ccc(OC(F)(F)F)cc1 | -18.3% |
| CN1CCN(C(=O)CCCOc2ccccc2)CC12CCNC(=O)CC2 (configuration not stated) | -7.3% |
| COc1ccc(CNC(=O)CN2C(=O)CSc3ccc(S(=O)(=O)N4CCC(C)CC4)cc32)cc1 | -6.1% |
| COc1ccc(NC(=O)CN2C(=O)C(C)(C)c3cc(S(=O)(=O)N4CCCCC4)ccc32)cc1Cl | -27.8% |
| CCCNC(=O)C1CCC(Cn2c(=O)c3sccc3n(CC(=O)Nc3ccccc3C)c2=O)CC1 (configuration not stated) | ? |
| O=C1CCN(Cc2ccncc2)CCCC(C(=O)NCc2cccc(C(F)(F)F)c2)CCN1 (configuration not stated) | i |
| Cc1cnc(C2CC2)n1C1CCN(C(=O)CC(C)C)CC1 | -19.0% |
| O=C(c1ccc(-c2ncc3cnc(-c4ccccc4)cn23)cc1)N1CCS(=O)(=O)CC1 | i |
| CN1CCN(C(=O)C2CCCCC(=O)N2)CC1 (configuration not stated) | 20.2% |
| CCOc1ccc(NC(=O)CCc2c(C)nc3nc(-c4cc(OC)cc(OC)c4)nn3c2C)cc1 | ? |
| CCOc1ccc(-c2nc3c(c(SCC(=O)N4CCCCC4)n2)Cc2cc(C)ccc2O3)cc1 | 19.0% |
| Cc1ccc(NC(=O)c2ccc3c(c2)N(C)C2CCCCN2C3=O)cc1 (configuration not stated) | i |
| CCC(C)NC(=O)C(NC(=O)c1ccc(C)cc1)C1CCN(C(=O)c2ccc(F)cc2)CC1 (configuration not stated) | i |
| COc1ccc(N2CCN(C(=O)CN3C(=O)COc4ccc(S(=O)(=O)N5CCC(C)CC5)cc43)CC2)cc1 | 1.8% |
| CCN(CC)C1(Cc2cc(COC)on2)COC1 | 36.3%[activator][44.1 µM] |

Single values from the list.
Reading of `CC(=O)Nc1ccc(NC(=O)c2nc(S(=O)(=O)Cc3ccc(F)cc3)ncc2Cl)cc1` under Pf Dd2 growth: 0.0%
Reading of `CCOC(=O)C1CCN(c2c(C(=O)c3ccc(OC)cc3)cnc3ccccc23)CC1` under Pf Dd2 growth: 8.91µM*

An excerpt. The share of hits here may be higher or lower than overall.
